Screening data deposited in PubChem by several laboratories.
STEP block – blocks human striatal-enriched tyrosine phosphatase; P54829; recombinant STEP, OMFP fluorogenic substrate, fluorescence; inhibition, % at 20 µM; actives 0.25% (n = 360,000); AID 588621;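 active = inhibition at 20 µM, scaled per plate between control wells, above about 37%, limit read from the data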;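 note: 0% = DMSO with enzyme and substrate and 100% = substrate only without enzyme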
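System: STEP phosphatase, cell-free reaction; Buffer or medium: Bis-Tris pH 6.0 buffer with DTT, detergent; Incubation: 20 min at room temperature, dark; Measured by: fluorescence, 480/540 nm.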
MsrA inhibitor – bovine MsrA inhibition | purified bovine MsrA, absorbance read-out | inhibition, % at 15.5 µM | actives 0.75% (n = 360,000); in the data active = inhibition above about 4.5%;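 note: 0% = vehicle wells with enzyme and 100% = reference inhibitor wells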
SUMO1-SIM PPI – SUMO1-SIM interaction modulation; SUMO1 binding to a labelled peptide, TR-FRET, 1 h; inhibition, % at 20 µM; actives 0.33% (n = 360,000); in the data active = inhibition above about 37%
Target sequence (P63165 whole entry, looked up): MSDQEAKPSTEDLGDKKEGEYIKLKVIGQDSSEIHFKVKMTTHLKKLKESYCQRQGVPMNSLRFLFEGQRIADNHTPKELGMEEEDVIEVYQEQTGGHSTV
LMPTP inh – LMPTP (human) inhibition; actives 0.22% (n = 360,000); recombinant LMPTP-A, OMFP fluorogenic substrate, fluorescence intensity; AID 651560; P24666; inhibition, % at 20 µM;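 active = compounds that cut the enzyme signal by at least half of the control window in the single-dose screen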;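 note: plate controls were DMSO wells with enzyme plus substrate for no effect and substrate without enzyme for full effect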
Target sequence (P24666 whole entry, looked up): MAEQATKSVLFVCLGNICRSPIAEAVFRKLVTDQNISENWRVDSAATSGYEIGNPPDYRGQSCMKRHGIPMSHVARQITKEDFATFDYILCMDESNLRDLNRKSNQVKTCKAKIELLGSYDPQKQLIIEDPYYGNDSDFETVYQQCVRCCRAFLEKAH
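test system = LMPTP-A | amount = 0.625 nM LMPTP-A final | reagent = fluorogenic phosphatase substrate OMFP at 400 µM final | incubation = 50 min at room temperature | benchmarks = no-enzyme low control, uninhibited high control | medium = Bis-Tris pH 6.0, DTT, detergent | signal = fluorescence intensity of OMFP turnover product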
TbMetRS inhib – blocks T. brucei methionyl-tRNA synthetase activity; purified T. brucei MetRS, ATP depletion, Kinase-Glo luminescence; actives 0.4% (n = 360,000); inhibition, % at 11.9 µM;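 active = inhibition above a per-plate cutoff of the control wells' mean inhibition plus 3 SD, cut at about 5.5% in these data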;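 note: 0% = DMSO wells median and 100% = median of wells with control inhibitor compound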
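Test system – parasite MetRS enzyme · Reagent – substrates ATP, L-methionine and bulk Escherichia coli tRNA · Doses – 11.9 µM compound single dose, 0.9% DMSO · Times – 15 min enzyme-compound preincubation, 2 h reaction, 10 min detection, 25 °C · Signal – Kinase-Glo luminescence, ATP depletion format · Controls – DMSO-only wells as low control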
eLon inh – inhibitors of E. coli Lon protease; P0A9M0; purified E. coli Lon protease, fluorescence polarization; inhibition, % at 7.94 µM; actives 0.42% (n = 360,000); AID 602123; in the data active = inhibition above about 13%, passing the limit was not always enough;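 note: 0% = enzyme with probe and DMSO and 100% = no enzyme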
Target sequence (P0A9M0 whole entry, looked up): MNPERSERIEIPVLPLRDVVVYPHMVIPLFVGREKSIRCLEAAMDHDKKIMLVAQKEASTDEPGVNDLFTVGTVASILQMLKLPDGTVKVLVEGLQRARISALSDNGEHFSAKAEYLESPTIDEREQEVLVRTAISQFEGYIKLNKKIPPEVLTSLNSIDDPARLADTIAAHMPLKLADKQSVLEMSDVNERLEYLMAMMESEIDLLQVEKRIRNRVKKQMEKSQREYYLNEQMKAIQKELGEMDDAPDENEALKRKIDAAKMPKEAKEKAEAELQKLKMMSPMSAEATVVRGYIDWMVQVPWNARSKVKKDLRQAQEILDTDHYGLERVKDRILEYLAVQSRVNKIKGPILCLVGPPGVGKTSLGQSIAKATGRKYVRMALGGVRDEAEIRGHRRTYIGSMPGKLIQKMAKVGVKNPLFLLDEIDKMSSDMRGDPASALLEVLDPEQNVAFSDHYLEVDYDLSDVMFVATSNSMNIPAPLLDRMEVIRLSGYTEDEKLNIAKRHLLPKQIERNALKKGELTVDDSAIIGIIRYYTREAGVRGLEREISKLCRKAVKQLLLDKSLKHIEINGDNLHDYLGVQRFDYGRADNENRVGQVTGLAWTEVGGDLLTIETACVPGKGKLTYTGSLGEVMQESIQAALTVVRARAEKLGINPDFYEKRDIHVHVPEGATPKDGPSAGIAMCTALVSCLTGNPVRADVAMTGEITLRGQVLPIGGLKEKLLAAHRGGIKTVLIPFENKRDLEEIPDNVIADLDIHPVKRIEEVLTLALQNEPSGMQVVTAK
NRP1-CendR mod – alters CendR peptide binding to human NRP-1; actives 0.85% (n = 360,000); AID 602438; FAM-RPARPAR peptide binding to NRP-1, fluorescence polarization; inhibition, % at 25 µM; O14786;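 active = inhibition or corrected inhibition above about 18%, plus a signal ratio from 0.5 to 1.5, limit read from the data, passing the limit was not always enough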; note: strong numbers were not always called active
MsrA act – activators of bovine methionine sulfoxide reductase A. activation, % at 10.6 µM. actives 0.3% (n = 360,000). AID 602163. purified bovine MsrA, absorbance read-out; in the data active = activation above about 7.5%;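 note: 0% = vehicle and 100% = reference activator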
DNMT1 block – inhibitors of human DNMT1 | P26358 | DNMT1 molecular beacon, Hinp1I cleavage, fluorescence | inhibition (reported as % activation of signal), % at 10 µM | actives 0.83% (n = 360,000) | AID 588458; in the data active = inhibition above about 50%
Scp-1 inhibitor – blocks human Scp-1 phosphatase activity. Recombinant Scp1, phosphopeptide, malachite green phosphate absorbance. inhibition, % at 20 µM. actives 0.88% (n = 340,000);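 active = inhibition above about 50% at 20 µM, limit read from the data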;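 note: plate controls were DMSO wells with enzyme for no effect and wells lacking enzyme for full effect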
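Test system: SCP-1 phosphatase catalytic domain, residues 76-261 | Compound dosing: One concentration, 20 µM, with 1.0% DMSO | Schedule: 45 min room-temperature reaction, 5 min colour, 30 min stabiliser | Detection: Absorbance at 630 nm | Read-out basis: % inhibition of SCP-1 phosphate liberation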
* = called active by the depositor; i = inactive; · = no result given.

Every second line gives: STEP block | MsrA inhibitor | SUMO1-SIM PPI | LMPTP inh | TbMetRS inhib | eLon inh | NRP1-CendR mod | MsrA act | DNMT1 block | Scp-1 inhibitor
- Cc1cc(NS(=O)(=O)c2ccc(NC(=O)c3ccc([N+](=O)[O-])c(Cl)c3)cc2)no1
  -1 | 3.5 | -17 | 0.0 | 5.2 | 6 | -7 | -7 | 1 | -5
- CC(C)(C)c1ccc(-c2n[nH]c(=S)n2Cc2ccccc2)cc1
  2 | 0.8 | -7 | 1.8 | -0.3 | -2 | 7 | 2 | 0 | -3
- COc1ccc(N2C(=O)CSC2c2ccc3c(c2)OCO3)c(OC)c1 (centres undefined)
  -2 | 0.2 | 2 | -1.8 | -0.5 | 0 | 9 | -4 | 3 | -8
- Cc1ccc(N2C(=O)CC(C)CC2=O)cc1
  1 | -0.3 | -2 | -1.2 | -1.0 | -6 | -4 | -4 | 0 | -9
- O=C(c1ccc(F)cc1)N1CCN(c2ccc([N+](=O)[O-])c(N3CCCCC3)c2)CC1
  2 | 0.2 | -19 | 2.1 | 0.1 | 7 | 9 | -4 | -3 | -3
- CCOC(=O)C1=CNS(=O)(=O)NC1c1ccc(C(=O)OC)cc1 (centres undefined)
  -3 | 0.2 | 1 | -1.5 | -2.1 | -6 | -12 | -7 | 5 | -1
- COC(=O)C1=CN(c2cc(C)cc(C)c2)C=C(C(=O)OC)C1c1ccc(OC)c(O)c1
  1 | 1.8 | -4 | 3.9 | -1.4 | -3 | -12 | -7 | -4 | -7
- Cc1ccccc1C(=O)c1cccn1CC(=O)NCCCN1CCCCC1
  -1 | 1.8 | -4 | -2.4 | 0.0 | 6 | -5 | 1 | 16 | -6
- CC1CCN(CCCCOc2ccc(C(=O)c3ccccc3)cc2)CC1
  -1 | 1.4 | -2 | -0.3 | -0.5 | 2 | 3 | -3 | -3 | -5
- CCc1cc2cc3c(cc2nc1SCC(=O)Nc1cc(C)on1)OCO3
  1 | -1.1 | -48 | 0.6 | 0.2 | -15 | -14 | 0 | 28 | -8
- O=[N+]([O-])c1ccc(-c2csc3[n+]2CCS3)cc1
  -14 | 1.4 | -23 | -0.2 | -1.2 | -6 | -12 | -4 | -1 | -3
- CC1(C)S[C@@H]2[C@H](NC(=O)C(NC(=O)N3CCNC3=O)c3ccccc3)C(=O)N2[C@H]1C(=O)O (some centres undefined)
  -1 | 0.6 | 2 | -1.6 | -0.7 | 4 | 1 | -3 | -1 | 2
- CCC(C)N1C(=O)CCC1C(=O)N1CCN(c2ccccc2F)CC1 (centres undefined)
  -1 | -0.5 | -2 | 1.0 | -1.9 | 0 | 1 | -13 | 5 | 5
- CC(C)c1ccc(NC(=O)CSc2nc(=O)n(CCCN3CCOCC3)c3c2CCC3)cc1
  0 | -0.8 | 3 | 0.9 | -0.4 | -12 | 5 | -3 | 1 | 1
- O=C(O)CNC(=O)CC1S/C(=N/N=C/c2ccccc2O)NC1=O (centres undefined)
  2 | 7.5* | -4 | -0.9 | -0.6 | 7 | 1 | -7 | -1 | -5
- CCOC(=O)C1(C(=O)OCC)C(C(=O)c2ccccc2)C1c1ccccc1 (centres undefined)
  1 | 0.6 | 1 | 0.8 | -0.2 | -6 | 7 | 0 | 2 | -12
- CCCCNC(=O)C1CCCN1C(=O)NC1CCCCC1 (centres undefined)
  -6 | 0.9 | 1 | -1.4 | 0.5 | -8 | -6 | -1 | -1 | -12
- Cc1cc(C(=O)Nc2ccc(F)cc2C)n(-c2ccccc2)n1
  1 | 0.3 | -4 | -1.9 | -0.6 | 4 | -4 | -4 | 1 | -3
- CCOC(=O)c1c(NC(C)=O)sc2c(O)cccc12
  1 | 1.4 | 5 | 2.1 | -0.3 | 6 | -1 | -2 | 0 | -8
- COc1ccc(N=C/C=C2\C=C(c3ccccc3)OC(C)(C)O2)cc1
  4 | 2.1 | -8 | 1.7 | -0.6 | -6 | -6 | 3 | -6 | 0
- O=C(O)c1cccnc1SCc1cn2cc(Cl)ccc2n1
  -1 | -0.7 | -2 | -1.8 | -0.2 | -2 | -5 | -2 | -2 | 2
- CC1CCCC(NC(=O)COC(=O)c2ccc3ncsc3c2)C1C (centres undefined)
  -2 | 0.6 | -2 | -0.9 | -0.1 | 8 | -2 | -3 | 2 | -5
- CC1CC(C)CN(C(=O)c2ccncc2)C1 (centres undefined)
  0 | -0.5 | -3 | -0.1 | -0.8 | 0 | 14 | -2 | 0 | -4
- CN(C)C=Nc1c(C(=O)c2ccccc2)sc2nccc(N(C)C)c12
  0 | 0.9 | -23 | -0.8 | -0.6 | -12 | 3 | -7 | 5 | -8
- Fc1cccc(/C=N/Nc2cc(N3CCOCC3)ncn2)c1
  1 | 4.9* | 2 | 1.8 | 1.9 | 0 | 8 | -3 | 5 | -5
- COc1ccc(CN2CC(C(=O)NCc3ccccn3)CC2=O)cc1 (centres undefined)
  -1 | 0.5 | 0 | 0.9 | -0.1 | 9 | 16 | 1 | 2 | 10
- Cc1noc2ncnc(Sc3c(Cl)cccc3Cl)c12
  -5 | 1.3 | 0 | -0.8 | -0.9 | -1 | -3 | -6 | 9 | -9
- CCOC(=O)c1ccc(NC(=O)CC2C(=O)N(c3ccc(F)cc3)C(=O)N2CCCOC)cc1 (centres undefined)
  2 | -1.7 | -2 | -1.1 | -0.5 | 5 | 6 | -9 | 0 | -6
- Cc1cc(C)cc(OCC(=O)OCC(=O)NCc2ccco2)c1
  2 | -0.6 | -3 | 0.9 | -0.3 | 5 | -47 | -4 | 0 | 3
- O=C(COc1ccc(C(=O)NCC2CCCO2)cc1)Nc1cccc(C(F)(F)F)c1 (centres undefined)
  -2 | -0.1 | 1 | -0.2 | -0.6 | 13 | 9 | -2 | 2 | 2

Rewritten with values ahead of the structure: entries from further up.
| STEP block | MsrA inhibitor | SUMO1-SIM PPI | LMPTP inh | TbMetRS inhib | eLon inh | NRP1-CendR mod | MsrA act | DNMT1 block | Scp-1 inhibitor | molecule |
| --- | --- | --- | --- | --- | --- | --- | --- | --- | --- | --- |
| -6 | 0.9 | 1 | -1.4 | 0.5 | -8 | -6 | -1 | -1 | -12 | CCCCNC(=O)C1CCCN1C(=O)NC1CCCCC1 (centres undefined) |
| 1 | 0.3 | -4 | -1.9 | -0.6 | 4 | -4 | -4 | 1 | -3 | Cc1cc(C(=O)Nc2ccc(F)cc2C)n(-c2ccccc2)n1 |
| 1 | 1.4 | 5 | 2.1 | -0.3 | 6 | -1 | -2 | 0 | -8 | CCOC(=O)c1c(NC(C)=O)sc2c(O)cccc12 |

(further entries)
Every second line gives: STEP block | MsrA inhibitor | SUMO1-SIM PPI | LMPTP inh | TbMetRS inhib | eLon inh | NRP1-CendR mod | MsrA act | DNMT1 block | Scp-1 inhibitor
- O=C(NC1CC1)c1ccc(CN(c2ccccc2)S(=O)(=O)c2ccccc2)cc1
  3 | 1.3 | -1 | 2.7 | -1.4 | 5 | 13 | -12 | 6 | 3
- O=C(Cn1cnc2ccccc2c1=O)c1ccc2ccccc2c1
  6 | 0.2 | -14 | 0.0 | -0.2 | -1 | 9 | -1 | -4 | 6
- CC(C)c1nnc(SCC(=O)Nc2ccc3c(c2)OCO3)n1C
  -2 | 0.6 | -3 | -1.1 | -0.7 | -8 | 24 | 3 | 1 | -12
- CCOC(=O)c1cc2[nH]c3ccccc3c2[n+](-c2ccc([N+](=O)[O-])cc2)c1N
  1 | 4.1 | -29 | 7.3 | -0.1 | 3 | -2 | -2 | 31 | 0
- Cc1nc(-c2noc(-c3cccc(Cl)c3)n2)c(C(F)(F)F)o1
  1 | -0.4 | 1 | 2.6 | 0.0 | 3 | 6 | -2 | 2 | -11
- Cc1ccc(-c2nn(C)c(=O)c3ccccc23)cc1CNC(=O)c1ccccc1
  4 | 1.2 | 0 | -0.4 | -0.7 | 4 | -4 | -7 | 0 | 0
- COc1ccc(C(=O)N/C(=C\c2cn(C)c3ccccc23)C(=O)N2CCN(C)CC2)cc1OC
  -1 | 4.5 | -3 | -0.8 | 0.2 | -21 | 3 | -5 | 1 | -3
- Cc1ccc(S(=O)(=O)N(C)C)cc1NC(=O)COC(=O)Cc1ccsc1
  3 | 2.0 | 7 | 0.2 | -0.2 | -11 | -5 | 3 | -4 | -4
- CC(C)Oc1cccc(C(=O)NC(=S)Nc2ccc3c4c(cccc24)CC3)c1
  -4 | 0.9 | 1 | 3.6 | -0.9 | -27 | -27 | -5 | -5 | -10
- COc1ccccc1CN(C)C(=O)CN1C(=O)c2ccccc2C1=O
  0 | 0.6 | -5 | -0.8 | -0.5 | -2 | 18 | 1 | -1 | -5
- CN(C)C(=S)Nc1ccc([N+](=O)[O-])cc1
  0 | 1.8 | -15 | -1.6 | 0.1 | 9 | 9 | -4 | 3 | -7
- Cc1cccc(C(=O)NN2S(=O)(=O)c3ccccc3S2(=O)=O)c1
  4 | 1.3 | 2 | 0.5 | -0.9 | 17* | -9 | 0 | 5 | 12
- CCCC(C1=C(O)CC(C)(C)CC1=O)C1C(=O)CC(C)(C)CC1=O (centres undefined)
  -1 | -1.1 | 3 | 0.3 | -0.3 | -3 | -3 | -4 | 6 | -9
- CCSc1nnc(NC(=O)c2cccc(S(=O)(=O)N(C)c3ccccc3)c2)s1
  0 | 0.7 | 3 | 0.2 | -0.5 | 2 | 7 | -7 | -4 | 1
- COc1cc(OC)c(/C=N/NC(=O)c2ccncc2)c(OC)c1
  -1 | 2.8 | -6 | -2.4 | 0.4 | 4 | -18 | 1 | 2 | -5
- COc1ccc(C(C#N)N2N=C(c3ccccc3)CC2c2ccccc2)cc1OC (centres undefined)
  3 | 1.4 | -4 | 1.9 | -1.4 | -17 | 8 | -4 | 1 | -8
- Cc1[nH]c(=O)[nH]c(=O)c1S(=O)(=O)NCCc1ccc(S(N)(=O)=O)cc1
  -2 | -0.8 | 1 | 0.4 | -0.9 | -8 | -3 | -11 | 7 | -7
- O=C(Nc1ccc(CSc2ccccc2)cc1)c1ccc(CN2CCOCC2)cc1
  2 | -0.8 | 4 | 0.7 | -0.2 | -25 | -13 | 3 | -5 | 1
- COC(=O)/C=C1/S/C(=N/NC(=O)c2ccc(OC)cc2)NC1=O
  2 | 0.3 | -21 | -1.1 | 0.1 | -10 | 4 | -2 | 1 | -8
- CC(NC(=O)c1cccc2c1Oc1ccccc1S2)C(=O)O (centres undefined)
  0 | · | 16 | -0.8 | 8.7* | -1 | -5 | -1 | -3 | ·
- O=C(Nc1ccc(Nc2ccccc2)cc1)c1c(F)c(F)c(F)c(F)c1F
  0 | 0.9 | -12 | -1.4 | 3.5 | 11 | -18 | -12 | -5 | 0
- N#C/C(=C/c1ccc(N2CCCCC2)o1)C(=O)Nc1ccc(Cl)cc1
  -33 | 0.0 | -16 | 0.9 | -0.9 | i | 132 | -9 | 16 | -9
- CN(Cc1ccc(Cl)cc1Cl)C(=O)Cc1ccc(S(=O)(=O)N2CCOCC2)s1
  1 | -0.8 | -2 | 0.6 | 0.2 | -21 | -10 | -5 | -7 | ·
